RGS4 inhibitor: inhibitors of human regulator of G protein signaling 4; P49798; 390,000 compounds, 0.039% hits; Transcreener GDP fluorescence polarization, RGS4-accelerated GTP hydrolysis; Potency, µM (highest dose often 114 µM), without a hit: at the highest dose activity change, negative = inhibition, usual class: inhibitors; note: potency is the fitted concentration of half-maximal effect; % is set by controls: 0 for no effect and ±100 for the full control effect; nearly all actives have a fitted effect of over 75% in size; some results filed as inactive show a strong effect at the top dose
Target sequence (P49798 whole entry, looked up): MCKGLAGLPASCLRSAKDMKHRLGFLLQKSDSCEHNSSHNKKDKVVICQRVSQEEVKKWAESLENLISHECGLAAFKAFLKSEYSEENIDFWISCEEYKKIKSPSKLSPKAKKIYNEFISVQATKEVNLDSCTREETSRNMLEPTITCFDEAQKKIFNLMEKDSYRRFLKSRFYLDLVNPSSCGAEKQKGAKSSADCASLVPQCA
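MLSMR compounds (23 nl, pin-transferred) preincubated 10 min at room temperature with a 500nM (2x) first reagent, then RGS4 at 900nM (2x) plus Transcreener GDP mix added; fluorescence polarization (620/688 nm) read before and after 90 min at 30 °C.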
Apoferritin bind: candidate novel general anesthetic via apoferritin binding. P02791. apoferritin/1-aminoanthracene competitive binding, fluorescence. Potency, µM (highest dose often 77.5 µM), inactives show at the top dose activity change, negative = displacement, actives largely listed as inhibitors. 350,000 compounds, 0.074% hits; note: potency is the fitted concentration of half-maximal effect; % is set by controls: 0 for no effect and ±100 for the full control effect; nearly all actives have a fitted effect of over 20% in size
Target sequence (P02791 2-175 limits assumed): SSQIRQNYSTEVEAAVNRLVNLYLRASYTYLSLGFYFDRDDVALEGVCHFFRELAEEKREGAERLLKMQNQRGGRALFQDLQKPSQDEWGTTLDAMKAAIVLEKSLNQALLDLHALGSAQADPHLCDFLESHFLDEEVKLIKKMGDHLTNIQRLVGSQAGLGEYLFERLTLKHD
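Concentration-response curves derived by four-parameter Hill fitting of normalized fluorescence, where compounds displaced 1-AMA from 10 uM horse apoferritin following a brief 10 min room-temperature incubation; propofol titration acted as positive control.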
POLK inh: inhibitors of human DNA polymerase kappa; 400,000 compounds, 0.53% hits; AID 588579; purified Pol kappa, fluorescent DNA synthesis assay, 10 min; Q9UBT6; Potency, µM (highest dose often 107 µM), inactives show top-dose activity, negative = inhibition, usual class: inhibitors; note: potency is the fitted concentration of half-maximal effect; % is set by controls: 0 for no effect and ±100 for the full control effect
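Kinetic fluorescence readout at 0 and 10 min followed reaction start with substrate at 50 nM final. Beforehand, enzyme (10 nM Pol kappa) stood 15 min with compound at room temperature; buffer-only wells were negative controls.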
ALOX12 inh: inhibitors of human 12S-lipoxygenase ALOX12. 580,000 compounds, 1.1% hits. Potency, µM (doses to about 108 µM), inactives show top-dose activity change, negative = inhibition, most hits filed as inhibitors. purified 12hLO, xylenol orange hydroperoxide absorbance. P18054; note: potency is the fitted concentration of half-maximal effect; % is set by controls: 0 for no effect and ±100 for the full control effect
Target sequence (P18054 whole entry, looked up): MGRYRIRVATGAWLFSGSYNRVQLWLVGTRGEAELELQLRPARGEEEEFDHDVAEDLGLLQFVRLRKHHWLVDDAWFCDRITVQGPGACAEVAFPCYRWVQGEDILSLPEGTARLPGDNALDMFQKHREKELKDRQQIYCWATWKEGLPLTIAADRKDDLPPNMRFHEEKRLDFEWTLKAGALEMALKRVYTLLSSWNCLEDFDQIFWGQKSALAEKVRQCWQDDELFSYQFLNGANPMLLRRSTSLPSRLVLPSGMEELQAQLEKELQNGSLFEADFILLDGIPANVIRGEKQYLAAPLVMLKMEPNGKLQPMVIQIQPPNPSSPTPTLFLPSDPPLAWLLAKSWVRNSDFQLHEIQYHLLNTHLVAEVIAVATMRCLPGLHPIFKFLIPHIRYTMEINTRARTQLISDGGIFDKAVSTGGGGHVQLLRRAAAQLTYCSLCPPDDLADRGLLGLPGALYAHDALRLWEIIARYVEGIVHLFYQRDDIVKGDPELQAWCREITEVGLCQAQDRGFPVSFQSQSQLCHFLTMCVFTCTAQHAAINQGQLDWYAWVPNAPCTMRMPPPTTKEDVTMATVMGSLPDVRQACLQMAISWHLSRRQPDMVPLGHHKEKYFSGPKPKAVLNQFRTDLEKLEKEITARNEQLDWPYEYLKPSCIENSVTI
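Purified human 12hLO at 150 nM in 25 mM Hepes, 0.01% Triton X-100, pH 7.0, preincubated 15 min at room temperature with compound. Reaction started with 40 uM arachidonic acid, 30 min at room temperature. Hydroperoxide measured by Fe-xylenol orange, 573/405 nm absorbance ratio.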
Pol beta inh: blocks human DNA polymerase beta activity | Potency, µM (doses to about 114 µM), for the others: at the top dose activity change, negative = inhibition, hits mostly inhibitors | AID 485314 | 340,000 compounds, 1.3% hits | P06746 | Pol beta primer extension/strand displacement, fluorescence kinetic; note: potency is the fitted concentration of half-maximal effect; % is set by controls: 0 for no effect and ±100 for the full control effect
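Human Pol beta at 10 nM; strand-displacement substrate 50 nM final. Compound exposure 15 min at room temperature before start, reaction 10 min at room temperature.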
APE1 inh: blocks human APE1 abasic DNA cleavage. P27695. recombinant APE1, TAMRA/BHQ-2 abasic DNA cleavage fluorescence. Potency, µM (titrated, usually from 65.8 µM), inactives show at the highest dose activity change, negative = inhibition, usual class: inhibitors. 350,000 compounds, 0.35% hits;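 note: potency is the fitted concentration of half-maximal effect; plate controls were vehicle for no effect and reference inhibitor for full effect; nearly all actives have a fitted effect of over 55% in size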
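Endonuclease cleavage of a quenched abasic-site DNA duplex (50 nM) by APE1 (0.75 nM) was tracked by TAMRA dequenching. Compounds were preincubated with enzyme 15 min at room temperature; data normalized to buffer-only and DMSO wells plus NSC13755 control.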
LDHA inh: inhibitors of human lactate dehydrogenase A; P00338; purified LDHA, NADH/diaphorase-resazurin fluorescence; hits give low values; activity change, % (values are at about 110 or 230 µM); 480,000 compounds, 0.15% hits; in the data active = activity change below about -30%; inconclusive = mostly about -25% to -30%;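 note: plate controls were DMSO wells for no effect and wells without enzyme for full effect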
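Resorufin fluorescence (ex540/em590), read at 0 and 20 min after diaphorase/resazurin addition, reports the NADH left after a 5 min room-temperature reaction of 2 nM human LDH5 with 0.06 mM NADH and 0.2 mM pyruvate.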
ERG-DNA inh: inhibitors of human ERG Ets domain-DNA interaction; P11308; fluorescence polarization, His-ERG Ets domain / labelled DNA; Potency, µM (titrated, usually from 76.9 µM), for inactives: at the top dose FP activity, negative = inhibition, hits mostly inhibitors; 370,000 compounds, 0.028% hits; AID 624246; active = well fitted inhibition curve with a large enough effect in the polarisation, with a control signal flat; inconclusive = small, poorly fitted or top-dose-only effect, or effect the other way, or a change in a side signal; inactive = no such curve, though single readings can be large or run the other way; the % refers to the polarisation;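 note: polarization taken with two DNA probes labelled with fluorescein and Texas red; potency is the fitted concentration of half-maximal effect; % of control where 0% means no effect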
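His-tagged ERG Ets domain (1 uM in the protein solution; 300mM KCl, 50mM Tris-HCl, 1mM EDTA, 1mM DTT, pH 7.5) received compound, then a probe mix of 5 nM fluorescein-DNA and 100nM Texas-615-DNA. Fluorescence polarization was read for both dyes.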
POLH inh: DNA polymerase eta (human) inhibition; Q9Y253; recombinant Pol eta, fluorescent DNA replication assay; Potency, µM (highest dose often 114 µM), without a hit: at the highest dose activity change, negative = inhibition, usual class: inhibitors; 390,000 compounds, 1.2% hits; AID 588591; note: potency is the fitted concentration of half-maximal effect; % is set by controls: 0 for no effect and ±100 for the full control effect
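Pol eta (10 nM) was preincubated with compounds for 15 min at room temperature, after which fluorescent replication substrate (50 nM final) was added to start the reaction. Fluorescence was read kinetically at 0 and 10 min.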
Starred values were filed as active, the others as inactive; u = inconclusive; x = not tested or not shown; & = joins results of further samples; [ ] = another dose, or the depositor's remark. Unless noted, calls come from the whole dose curve; as a rule, active = well fitted curve in the direction sought with a large enough effect; inconclusive = small, poorly fitted or top-dose-only effect, or another doubt; inactive = no such curve, though single readings can be large; an effect the other way counts as inactive or inconclusive.

SMILES	RGS4 inhibitor	Apoferritin bind	POLK inh	ALOX12 inh	Pol beta inh	APE1 inh	LDHA inh	ERG-DNA inh	POLH inh
O=C(COC(=O)/C=C/c1ccc(S(=O)(=O)N2CCOCC2)cc1)Nc1ccccc1F	9%	x	-1%	-1%	x	14%	-5	7%	-7%
COc1ccc(NS(=O)(=O)c2cc(-c3cnc(C4CC4)o3)ccc2C)cc1	-8%	3%	5%	u	27%	33%	4&14	-5%	-16%
CC(=O)c1ccc(OCc2cc(C(=O)N3CCOCC3)no2)cc1	-2%	-5%	13%	-2%	2%	39%	2	1%	-3%
CN(C)c1c([N+](=O)[O-])cc(N2C(=O)C=CC2=O)cc1[N+](=O)[O-]	-28%	x	-37%	x	x	x	-18	-4%	-17%
O=C(Nc1cc(Sc2nc3ccccc3s2)cc([N+](=O)[O-])c1)c1ccccc1F	-27%	-23%	-8%	-21%	18%	-3%	-10	3%	-16%
COC(=O)/C(=C/c1ccc(OC)cc1)NC(=O)c1ccco1	-1%	-5%	-10%	12%	-16%	0%	-5	-7%	-8%
COc1cccc(C(c2sc3ncnn3c2O)N2CCN(C(=O)c3ccco3)CC2)c1 (centres undefined)	-10%	1%	-9%	28%	5%	0%	-2	-7%	1%
CC(C)CCSc1nc2[nH]ncc2c(=O)[nH]1	0%	u	-3%[60.1 µM]	-2%	2%	-1%	-2	2%	0%
Cc1cccc(N(CC(=O)NCCc2ccccc2)C(=O)CCC(=O)Nc2ccccn2)c1C	18%	-5%	-19%	u	-29%	47%[activator]	-3	12%	2%
COC(=O)C1CCN(Cc2cn(Cc3ccccc3)nc2-c2cc3ccccc3o2)CC1	8%	-11%	4%	-14%	u	-5%	1	7%	-21%

3 structures from above, sorted by SMILES length, rising.
SMILES	RGS4 inhibitor	Apoferritin bind	POLK inh	ALOX12 inh	Pol beta inh	APE1 inh	LDHA inh	ERG-DNA inh	POLH inh
COC(=O)/C(=C/c1ccc(OC)cc1)NC(=O)c1ccco1	-1%	-5%	-10%	12%	-16%	0%	-5	-7%	-8%
O=C(Nc1cc(Sc2nc3ccccc3s2)cc([N+](=O)[O-])c1)c1ccccc1F	-27%	-23%	-8%	-21%	18%	-3%	-10	3%	-16%
CN(C)c1c([N+](=O)[O-])cc(N2C(=O)C=CC2=O)cc1[N+](=O)[O-]	-28%	x	-37%	x	x	x	-18	-4%	-17%

Other compounds follow:
SMILES	RGS4 inhibitor	Apoferritin bind	POLK inh	ALOX12 inh	Pol beta inh	APE1 inh	LDHA inh	ERG-DNA inh	POLH inh
CC(C)C(c1nnnn1C1CCCCC1)N1CCc2ccccc2C1 (centres undefined)	-13%	-16%	-2%[60.1 µM]	-14%[57.4 µM]	35%	10%	2	x	-7%
CCOC(=O)[C@H]1[C@H]2COc3ccccc3[C@@H]2N2C(=O)CN(Cc3ccccc3)C(=O)[C@@]12C	-22%	x	-8%	-2%	x	-20%	-12	4%	-3%
O=C(O)c1cc(C(=O)C2CC2)c[nH]1	-3%	3%	5%	u	3%	0%	-9	-10%	-13%
O=C(O)CC(NC(=O)/C(=C/c1ccccc1)NC(=O)c1ccccc1)c1ccccc1 (centres undefined)	36%	-2%	-6%	4%	48%	-14%	-5	0%	-3%
CN(Cc1ccccc1Cl)C(=O)c1cnccc1C(F)(F)F	6%	3%	-17%	60%[activator]	-8%	-2%	0	2%	-5%
CCc1nnc(NC(=O)CSc2nc(N)c(NC(=O)c3ccc(OC)cc3)c(=O)[nH]2)s1	-30%	-7%	-17%	-9%	-27%	23%	-3	2%	-15%
O=C(CN1CCOCC1)N1N=C(c2cccs2)CC1c1cccs1 (centres undefined)	1%	-7%	-14%	2%	-12%	-2%	-4	3%	-3%
COc1ccc(-c2noc(CN3CCC(Cc4ccccc4)CC3)n2)cc1	0%	-15%	4%	-25%	-3%	-1%	0	-1%	-13%
O=C(CN1CCOCC1)Nc1nc2ccc(F)cc2s1	1%	-2%	-14%	-13%	0%	2%	-4	1%	-1%
CC(=O)Nc1ccccc1Oc1ccccc1	-25%	-6%	-2%	0%	-32%	-2%	-11	3%	-13%
O=c1c2c(-c3ccc([N+](=O)[O-])cc3)csc2nc2n1CCC2	-20%	-8%	-7%	u	1%	1%	-10	-2%	2%
CC(C)c1ccc(NC(=O)Cc2cn(C)c3ccccc23)cc1	10%	-12%	-14%	-1%&0%	-9%	-6%	0&-1	3%	-7%
CCOC(=O)c1cccc(NS(=O)(=O)c2cc(-c3cnc(C)o3)ccc2OC)c1	24%	39%[activator]	-12%[60.1 µM]	-15%	3%	x	-15	-6%	-13%
Cc1cccc(NC(=O)COC(=O)Cc2c[nH]c3ccccc23)c1C	-8%	-8%	-27%	-23%	2%	1%	-4	-1%	-12%
OCCCc1ccc(O)c(O)c1	-8%	-3%	9%	u	-1%	15%	15	5%	2%
COC(=O)c1c(C)oc(C)c1S(=O)(=O)NC(C)(C)C	-6%	-7%	-12%	3%	35%	8%	-5	23%	1%
COc1ccc(CNC(=O)CN(C(=O)CCC(=O)Nc2ccccn2)c2cccc(C)c2C)cc1	-6%	1%	4%	0%	2%	42%[activator]	0	9%	-23%
Cc1ccc(N=Cc2ccc[nH]2)c(O)c1	-15%	6%	0%	0%	u	-3%	39	8%	-7%
COc1ccc(C)cc1S(=O)(=O)Nc1ccc(F)cc1	29%	-16%	-6%	u	1%	13%	-4	-1%	-5%
CCCc1c(O)nc(SCCN(CC)CC)[nH]c1=O	-31%	-2%	0%	6%	13%	2%	0	0%	0%
CCCCOc1ccccc1C(=O)NNC(=S)NC(=O)c1ccccc1[N+](=O)[O-]	-38%	-9%	-6%	u	12%	21%	-11	3%	-5%
COc1cc(C(=S)N2CCOCC2)cc(OC)c1OC(=O)Cc1ccc(F)cc1	u	0%	-4%	u	-2%	8%	-15	13%	-14%
CC(NC(=O)COC(=O)c1ccc([N+](=O)[O-])o1)c1ccccc1 (centres undefined)	8%	x	-25%	-16%	x	-27%	7	9%	89µM*
COc1ccc(CCNS(=O)(=O)c2ccc3c(c2)NC(=O)CS3)cc1OC	-6%[56.9 µM]	-5%	8%	-10%	11%	40%	-2	6%	-6%
CCCCOc1ccc(C(=O)NCC(=O)N2CCN(Cc3ccc4c(c3)OCO4)CC2)cc1	24%	x	-6%	-1%	x	6%	-8	-3%	-18%
O=C(COC(=O)c1nc(Cl)ccc1Cl)NC(=O)c1ccccc1	-1%	-7%	-5%	5%	49%	-3%	-4	-3%	3%
CCn1nnc(NC(=O)c2ccc(Br)o2)n1	-20%	0%	5%	-14%	7%	-6%	-6	-10%	-20%
CCO[C@@H]1OC(C(=O)N2CCN(Cc3ccc4c(c3)OCO4)CC2)=C[C@H](c2coc3ccccc3c2=O)[C@H]1CCCO	8%	-18%	-6%	10%	-2%	0%	-5	1%	-26%
Cn1c(CCNC(=O)c2ccco2)nc2cc(NC(=O)c3ccccc3)ccc21	3%	3%	3%	16%	19%	38%	-2	-7%	0%
Cn1c(=O)c2c(nc(N3CCOCC3)n2Cc2ccccc2F)n(C)c1=O	5%	-7%	11%	-22%	-1%	x	-3	0%	-22%
COc1cccc(CN2CCC(n3nccc3NC(=O)CCCc3ccccc3)CC2)c1O	1%	-16%	4%	u	10%	35%[activator]	3	10%	-17%
c1ccc(Cn2c(SCc3nc4ccccc4s3)nnc2-c2ccco2)cc1	u	-9%	u	0%	50µM*	-5%	-3	0%	14µM*
Cc1ccc([N+](=O)[O-])cc1S(=O)(=O)N1CCNCC1	u	-14%	-10%	2%	30%	-2%	-9	8%	-5%
Cn1c(=O)c2cc3ccccc3nc2n(C)c1=O	-26%	-3%	-2%	0%	43%	-1%	-4	-18%	-16%
O=C(O)C1CC=CCC1C(=O)Nc1ccc(F)c(F)c1 (centres undefined)	1%	-7%	-12%	-7%	59%	-6%	-4	-4%	3%
COc1ccc(NC(=O)Nc2sc(=S)n(C)c2C)cc1	2%	-14%	-12%	-19%	-12%	4%	-8	1%	-8%
O=C(CCS(=O)(=O)c1ccccc1)Nc1ncc([N+](=O)[O-])s1	0%	-15%	-10%	0%	25%	14%	-5	-5%	-4%
O=C1OCCN1c1ccccc1	1%	x	6%	u	x	x	-6	-5%	-21%
CCCOc1ccc(N2C(=O)CC(N(Cc3ccco3)C(C)=O)C2=O)cc1 (centres undefined)	13%	-5%	1%	6%	-1%	-6%	-3	-13%	-23%
CCOc1cc(N2CCOCC2)c(OCC)cc1NC(C)C(=O)N1CCN(CC)CC1 (centres undefined)	u	-8%	u	3.2µM*	u	10µM*	23	4%	-7%
Cc1nc2ccc(S(=O)(=O)NC(C(=O)N3CCN(c4cccc(Cl)c4)CC3)C(C)C)cc2s1 (centres undefined)	6%	-11%	-5%	u	4%	x	2	7%	-24%
CCOC(=O)[C@H]1[C@H]2COc3ccc(OC)cc3[C@@H]2N2C(=O)CN(Cc3ccc(F)cc3)C(=O)[C@@]12C	13%	x	-8%	-9%	x	2%	-5	-11%	-19%
CC(NC(=O)c1cc(S(=O)(=O)N(C)C)ccc1Cl)c1ccc(-n2ccnc2)cc1 (centres undefined)	7%	-5%	-8%	4%	4%	-6%	-2	-6%	-6%
O=C(NC1(C(F)(F)F)C(=O)Nc2c1c(=O)[nH]c(=O)n2Cc1ccccc1)c1ccc(Cl)cc1 (centres undefined)	-12%	-3%	-4%	0%	12%	4%	-10	-1%	-5%
Cc1cnc(NC(=O)COc2ccccc2Cl)s1	-14%	-5%	-4%	22%	41%	-2%	1	3%	-9%

This is a subset, so the mix of outcomes need not match the whole.
